EWS-Fli inh – EWS/Fli-driven NR0B1 reporter inhibitors, primary screen, A673 cells, NR0B1 luciferase, luminescence, MLPCN library. viability-normalised. inhibition, % at 12.6 µM. hit rate 0.67% among 350,000;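 active means mean inhibition of at least 50% after viability correction, with every replicate also passing that limit; inconclusive means mean reaches 50% but only one of two replicates passes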;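 further: firefly luciferase signal divided by Alamar Blue viability fluorescence both relative to DMSO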
RAD52 inh – RAD52 DNA annealing inhibitors, primary screen, biochemical, FRET, single point, set 2 | DNA repair protein RAD52 homolog (Homo sapiens), P43351 | recombinant RAD52 DNA annealing, FRET fluorescence | inhibition, % at 18.7 µM | hit rate 0.46% among 360,000;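 active means every replicate showing at least 50% inhibition; inconclusive means mean inhibition at least 50% but not in every replicate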
S100A4 inh HTS – inhibitors of S100A4-myosin IIA peptide binding, primary screen, biochemical, fluorescence polarization, TAMRA-MyoIIA peptide; Protein S100-A4 (Homo sapiens), P26447; inhibition, % at 10.7 µM; hit rate 0.14% among 360,000;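 active means mean inhibition of at least 70% across replicates, with every replicate also reaching that level; inconclusive means mean inhibition reaches 70% but some replicates fall short; inactive means mean inhibition below 70%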
Target sequence (P26447 whole entry, looked up): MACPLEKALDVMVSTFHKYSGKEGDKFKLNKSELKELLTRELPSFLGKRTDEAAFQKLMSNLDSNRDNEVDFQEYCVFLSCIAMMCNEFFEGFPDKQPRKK
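Material: S100A4 monomer protein | Medium: HEPES pH 7.2 with CaCl2, KCl, NaCl, DTT, Triton | Reagent: Labelled myosin peptide probe, 5 nM | Doses: One dose per compound | Times: 5 min incubation before reading | Benchmarks: Neutral control DMSO, positive control TFP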
FN deposit inh – inhibitors of fibronectin matrix deposition, primary screen, AH1F cells, Alexa488-fibronectin fluorescence, plate reader. AH1F fibroblasts, overnight. AID 743247, 2014. hit rate 0.086% among 350,000. inhibition, % at 12.6 µM;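 active means mean inhibition across replicates of 30% or more, regardless of how many single replicates reach that level; inconclusive means mean under 30% yet at least half of replicates reach 30%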;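 further: positive control wells lacked labelled fibronectin entirely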
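Assay system: AH1F fibroblasts assembling fluorescent fibronectin matrix; Amount: 10000 AH1F cells per well; Buffer or medium: DMEM, 2% serum; Probe or stimulus: Alexa488-fibronectin, 24 nM final in well; Doses: single compound dose, delivered by pin transfer; Incubation: 1 h adhesion, overnight exposure; Measured by: fluorescence 485/525 nm; Read-out: fibronectin deposition inhibition.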
XiGFP reactiv – activators of inactive X chromosome reactivation, primary screen, imaging, XiGFP fibroblasts, GFP high-content imaging, set 2. XiGFP mouse fibroblasts, % GFP-positive cells imaging, 3 d; cells co-treated with 5-aza-dC sensitizer; scaled so ellipticine positive control = 100%. AID 743238, 2013. activation, % at 7.58 µM. hit rate 0.055% among 360,000;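 active means mean normalized replicate activation at least 10% and every replicate at or above 10%; inconclusive means only one of the two criteria met; inactive means mean below 10% and not all replicates reach 10%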;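 further: 0% = median of on-plate neutral control wells and 100% = ellipticine 6 µM median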
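Assay system: SV40-immortalized XiGFP fibroblast cells, line 68-5-11; buffer or medium: DMEM plus 5-aza-dC sensitizer; compound: one concentration, pinned; timing: compounds 3 days, fix/stain 15 min at room temperature; benchmarks: positive control ellipticine, 6 µM final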
RAD54 branch – inhibitors of human RAD54 branch migration, primary screen, biochemical, fluorescence, single point; DNA repair and recombination protein RAD54-like (Homo sapiens), Q92698; RAD54 Holliday junction branch migration, FAM/BHQ fluorescence; inhibition, % at 10.4 µM; hit rate 0.14% among 360,000;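 active means mean normalized replicate activity at least 40 and at least half of replicates scoring 40 or more; inconclusive means only one of the two criteria met; inactive means mean below 40 and under half of replicates reaching 40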;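 further: 0% = median of neutral control wells and 100% = median of positive control wells; inhibitors cause a drop in the FAM fluorescence signal; in these data hits start at about 50%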
Target sequence (Q92698 whole entry, looked up): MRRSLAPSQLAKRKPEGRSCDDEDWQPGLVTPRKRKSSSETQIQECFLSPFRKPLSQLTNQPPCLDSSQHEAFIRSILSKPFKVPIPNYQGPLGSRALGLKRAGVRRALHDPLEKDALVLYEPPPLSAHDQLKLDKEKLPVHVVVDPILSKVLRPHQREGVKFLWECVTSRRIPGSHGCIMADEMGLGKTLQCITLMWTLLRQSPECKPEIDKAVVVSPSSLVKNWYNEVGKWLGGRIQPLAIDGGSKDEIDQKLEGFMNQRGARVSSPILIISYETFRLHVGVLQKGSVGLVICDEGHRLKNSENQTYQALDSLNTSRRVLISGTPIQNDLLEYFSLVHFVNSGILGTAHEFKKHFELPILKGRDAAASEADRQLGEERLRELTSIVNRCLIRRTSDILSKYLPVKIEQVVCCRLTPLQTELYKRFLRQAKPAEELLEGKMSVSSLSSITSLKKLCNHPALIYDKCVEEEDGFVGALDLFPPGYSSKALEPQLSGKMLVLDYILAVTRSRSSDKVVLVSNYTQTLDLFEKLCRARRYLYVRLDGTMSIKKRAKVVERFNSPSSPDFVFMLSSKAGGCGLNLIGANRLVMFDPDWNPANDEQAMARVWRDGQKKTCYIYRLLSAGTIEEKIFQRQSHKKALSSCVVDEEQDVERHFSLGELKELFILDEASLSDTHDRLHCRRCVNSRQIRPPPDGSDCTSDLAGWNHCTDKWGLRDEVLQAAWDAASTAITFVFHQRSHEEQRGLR
E-sel inducer – E-selectin induction in HUVECs, primary screen, imaging, HUVEC, immunofluorescence imaging, single point | AID 686992, 2013 | normalized: neutral wells 0, TNF-alpha wells 100 | activation, % at 7.58 µM | P16581 | hit rate 0.37% among 260,000;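 active means mean E-selectin-positive cell signal at least 10% of the positive control, reached in at least 60% of replicates, without over 20% cell loss; inconclusive means no rule given, readout overlaps actives, possibly toxicity-flagged; inactive means the rest, including those meeting only one limit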;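 further: in these data hits start at about 27%; measured in HUVEC primary endothelial cells; signal is the percent of cells scored E-selectin positive by PE staining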
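Material: HUVEC primary endothelial cells; Amount: 3,000 cells per well; Dosing: single concentration; Medium: EGM-2 growth medium on 0.1% gelatin-coated wells; Read-out basis: percent E-selectin-positive cells; Signal: immunofluorescence imaging; Control set: TNF-alpha, DMSO.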
esBAF inh – Bmi1 luciferase reporter increase in mESCs, primary screen, esBAF inhibitor project, mouse ES cells, Bmi1 luciferase knock-in, single point | 24 h; 100% = twice the neutral-well signal | reporter increase, % at 12.5 µM | hit rate 2% among 350,000; in the data active means activation above about 40%; inconclusive means no clear call, values can overlap the other calls;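 further: 0% = median of the plate's neutral control wells and 100% = double that signal; a rise in the Bmi1 reporter signal indicates esBAF inhibition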
An asterisk follows results filed as active; u = inconclusive; x = no result given; & = joins results of further samples.

The line under a structure holds: esBAF inh	XiGFP reactiv	S100A4 inh HTS	E-sel inducer	EWS-Fli inh	RAD52 inh	RAD54 branch	FN deposit inh
CC=Cc1ccc2n(c1=O)C[C@H]1[C@H](CO)[C@@H](C(=O)N(C)C)N(C(=O)CC)[C@@H]21 (mixture of isomers)
    x	0.2	8	0.1	-4	x	x	-2
COCC#Cc1cnc2c(c1)C(=O)N([C@@H](C)CO)C[C@@H](C)[C@H](CN(C)S(=O)(=O)c1cn(C)cn1)O2
    -6	-1.2	-8	0.4	-15	6	3	-10
CN(C)c1ccc2c(c1)[C@@H]1C[C@@H](CC(=O)NCC3CC3)O[C@@H](CO)[C@@H]1O2
    -1	0.0	8	-0.3	3	-70	-6	x
COc1ccc(N2CC(C)(C)[C@H](CC(=O)Nc3ccccc3)C2=O)cc1
    -2	0.0	-2	-1.7	-13	-10	x	26
CCN1CCN(c2ccc(S(=O)(=O)N3CCCCC3)cc2N)CC1
    -3	0.0	5	x	-2	36	-2	-2
CC(=O)Nc1ccc(S(=O)(=O)Nc2nc3ccccc3nc2Nc2ccc(C(=O)O)c(O)c2)cc1
    -9	0.1	-6	-0.4	7	-37	0	8
COc1cc2c(cc1/C=C/C(=O)O)OC(C)C2 (configuration not stated)
    -1	0.3	-20	-0.9	4	-5	5	-7
O=C(CSc1ccc(-c2cccnc2)nn1)Nc1ccc(F)cc1
    -2	-0.1	7	1.1	-2	-15	-1	1
Cc1ccc(C(=O)N2CCN=C2SCc2ccc([N+](=O)[O-])cc2)cc1C
    x	0.3	-4	1.8	12	-23	x	-12
COc1ccccc1S(=O)(=O)CC(O)COc1ccc(C#N)cc1 (configuration not stated)
    x	0.0	0	3.6	-4	-7	x	-2
CCOC(=O)c1cc(-c2ccc(Cl)s2)[nH]n1
    -1	0.2	-2	x	9	-12	x	10
c1ccc(CCNCCCOc2cccc3ccccc23)cc1
    -5	0.1	-7	x	15	13	4	-7
CO[C@@H]1CN(C)C(=O)c2cc(NC(=O)CC(F)(F)F)ccc2OC[C@H](C)N(C(=O)C2CCOCC2)C[C@@H]1C
    x	0.6	-39	-0.3	-5	-81	x	8
COc1ccc(NC(=O)COC(=O)C2CCC2)cc1Cl
    -2	0.0	-4	x	-5	1	3	4
CC12CCC(C(=O)N(CCC#N)CCC#N)(CC1=O)C2(C)C (configuration not stated)
    1	x	-3	x	-9	-6	0	1
O=C(C1CCC1)N1CC2(C1)[C@H](c1ccccc1)[C@H](CO)N2CC1CCCC1
    x	0.0	18	-0.1	-7	-44	x	x
CCCCN(C(=O)c1ccc(-c2ccc([N+](=O)[O-])cc2)o1)c1c(N)n(CCCC)c(=O)[nH]c1=O
    -1	-0.1	-1	1.9	10	-28	6	-3
COc1ccc(N(C(=O)CS(=O)CC(=O)Nc2ccc(F)cc2)C(C(=O)NC2CCCCC2)c2cccs2)cc1 (configuration not stated)
    x	0.0	-6	-0.2	15	-3	x	-9
Cn1c(CCN2CCCCC2)nc2cc(NC(=O)COc3ccc([N+](=O)[O-])cc3)ccc21
    3	0.1	6	x	1	3	-3	9
C[C@@H]1CN([C@H](C)CO)C(=O)c2cc(N(C)C)ccc2O[C@H]1CN(C)C(=O)Nc1ccc(C(F)(F)F)cc1
    0	-1.2	7	0.2	9	3	-2	-6
COc1ccc(C(O)c2ncc(-c3ccccc3OC)[nH]2)cc1F (configuration not stated)
    2	-0.1	-1	0.3	5	-4	1	8
O=C(OCc1cc([N+](=O)[O-])cc2c1OCOC2)c1ccc2ccccc2n1
    x	0.0	-8	x	11	-5	x	x
C[C@H]1CN([C@@H](C)CO)C(=O)c2cc(NC(=O)CCCCCC(=O)Nc3ccccc3N)ccc2O[C@H]1CN(C)C(=O)Nc1ccccc1
    x	u	3	0.1	-14	-3	x	x
Cc1cccc(CN2CCN(CC(=O)NCc3ccc(F)cc3)C2=O)c1
    9	0.1	-3	3.7	3	7	3	-11
N#C[C@@H]1[C@H](c2ccccc2C2=CCCCC2)[C@@H](CO)N1S(=O)(=O)c1ccccc1
    x	0.0	12	-0.1	11	9	x	7
C[C@H]1CN([C@@H](C)CO)C(=O)c2cccc(NC(=O)Nc3ccc(F)cc3)c2O[C@H]1CN(C)S(C)(=O)=O
    0	-0.3	1	x	1	0	-6	x
Cc1ccc(S(=O)(=O)N[C@H]2CC[C@H](CC(=O)N3CCc4ccccc4C3)O[C@@H]2CO)cc1
    -5	0.1	1	-0.3	3	9	2	10
O=C(COC(=O)c1cc(=O)[nH]c2ccccc12)NCc1ccc(F)cc1
    -6	0.0	8	x	7	-19	-11	4
O=C(Cc1ccccn1)N[C@@H]1CC[C@H](CCn2cc(-c3cccnc3)nn2)O[C@H]1CO
    1	0.9	2	-0.4	-3	-26	-3	x
COc1ccc(C#Cc2ccc([C@@H]3[C@H]4CN(C(=O)C5CCOCC5)CC(=O)N4[C@H]3CO)cc2)cc1
    x	0.2	6	-0.1	-7	-7	x	x
Cc1c(S(=O)(=O)Nc2ccc(Oc3ccccc3)cc2)c(=O)n(C)c(=O)n1C
    -6	0.3	-4	x	x	-15	-3	-6
Cc1c(C(=O)N2CCC(C)CC2)cccc1[N+](=O)[O-]
    -4	0.1	10	-3.4	3	-21	3	-3
C[C@H](CO)N1C[C@H](C)[C@@H](CN(C)Cc2ccc(C(=O)O)cc2)OCCCC[C@H](C)Oc2ccc(NC(=O)CCC(F)(F)F)cc2C1=O
    -3	0.2&-0.1	-2&-12	-2.3	5&-7	-16&-6	7	1
Cc1ccc(-c2cc(C(=O)NN)n[nH]2)o1
    x	0.0	-1	-0.4	8	-8	11	-1
O=c1nc(-c2ccccc2)c2cc(Br)ccc2[nH]1
    -6	0.0	-8	x	5	-13	5	-3
Cc1ccccc1N1Cc2ccccc2C1=O
    3	0.0	-4	0.1	-4	-12	1	4
COCC#Cc1cnc2c(c1)C(=O)N([C@H](C)CO)C[C@@H](C)[C@H](CN(C)C(=O)Nc1cccc(F)c1)O2
    1	-0.1	-14	-0.3	-13	-8	-22	-7
c1ccc2[nH]c(CN3CCCCCC3)nc2c1
    14	x	6	x	-1	-18	10	x
CC1OC(COCc2ccccc2)Cc2[nH][nH]c(=O)c21 (configuration not stated)
    x	0.0	1	-0.1	-6	0	x	-2
CCc1ccc(CNC(=O)CCCn2c(=O)c3cccn3c3cccnc32)cc1
    5	0.0	-2	x	-2	-12	0	-3
O=C(C[C@@H]1CC[C@@H]2[C@H](COC[C@H](O)CN2C(=O)c2ccc(F)cc2)O1)NC1Cc2ccccc2C1
    -5	0.3	-22	0.0	-6	-5	2	-9
CC=Cc1ccc2n(c1=O)C[C@H]1[C@H](CO)[C@@H](C(=O)NC3CCCC3)N(C(=O)C3CCC3)[C@@H]21 (mixture of isomers)
    x	0.4	-5	0.2	2	-12	x	-20
O=C(C[C@H]1C=C[C@@H](NS(=O)(=O)c2ccc(F)cc2)[C@H](CO)O1)NCCN1CCCCC1
    -7	0.5	-4	-1.5	2	0	-1	x
O=C(Nc1ccccc1N1CCCC1)c1ccc(N2CCCC2=O)cc1
    13	0.5	-14	-1.8	-29	-24	-6	4
COc1ccc(-n2c(C)nc3c(cnn3-c3ccc(C)c(C)c3)c2=O)cc1
    u	0.1	-1	0.1	-99	0	6	-6
O=C(Nc1ccc2c(c1)CCC2)c1ccc(F)cc1
    -17	0.0	x	0.3	x	x	11	-6
O=C(NCc1ccccc1F)C1CCCN(c2cnccn2)C1 (configuration not stated)
    -9	0.2	6	x	0	-8	-9	10
O=C(COc1c(F)c(F)cc(F)c1F)NNC(=O)CC1CCS(=O)(=O)C1 (configuration not stated)
    -3	0.0	-1	1.8	-7	-2	4	-3
O=C(NCC1CCCO1)c1ccc([N+](=O)[O-])o1 (configuration not stated)
    -3	0.2	6	2.3	-1	-12	0	-1
CNC[C@H]1OCCCC[C@H](C)Oc2ccc(NC(=O)Cc3ccccc3)cc2C(=O)N([C@H](C)CO)C[C@@H]1C
    -11	0.1	7	-0.1	-3	-64	-11	x
Cn1c(=O)c2cc3ccc(Cl)cc3nc2n(C)c1=O
    x	-0.1	x	x	26	x	-7	7
O=C(NCC[C@@H]1CC[C@H](NC(=O)C2CCCCC2)[C@H](CO)O1)c1cc(Cl)cc(Cl)c1
    10	0.5	4	-0.6	2	10	-13	-19
Nc1ncnc2[nH]c(=S)[nH]c12
    -6	0.0	-3	0.3	12	-4	-5	5
Cn1cnc2c1c(=O)n(Cc1cccc(F)c1)c(=O)n2C
    -4	0.0	4	x	2	4	3	-4
CCOC(=O)C1CCN(CC(=O)Nc2ccc(S(=O)(=O)N3CCC(C)CC3)cc2)CC1
    6	0.0	2	0.4	8	-14	0	-16
C[C@H](O)[C@@H]1C(=O)N2CCc3c([nH]c4ccccc34)[C@@H]2C[C@@H]1N(C)Cc1ccc(Cl)cc1
    5	0.2	2	x	-12	-25	1	x
COc1cc(/C=C/C(=O)O)cc(S(=O)(=O)Nc2ccc3[nH]c(=O)[nH]c3c2)c1OC
    1	0.2	5	-10	0	3	2	2
COc1ccc2cnn(-c3ccc(OC(F)(F)F)cc3)c(=O)c2c1OC
    31	0.2	-2	x	-50	0	7	2
CCOc1ccc(-n2c(C)cc(C(=O)CCl)c2C)cc1
    -1	1.2	1	-0.8	47	-17	1	14
COc1ccc(NS(=O)(=O)c2cccc(C(=O)NNC(=O)c3ccc(NC(C)=O)cc3)c2)cc1
    -12	0.2	-5	0.3	-2	-10	-1	-3
C[C@H]1CN([C@@H](C)CO)S(=O)(=O)c2ccc(-c3ccc(F)cc3)cc2O[C@@H]1CN(C)C(=O)Nc1ccc(F)cc1
    x	-0.2	x	0.9	39	x	x	-2
O=C(Nc1cccc2ccccc12)c1nn(C23CC4CC(CC(C4)C2)C3)cc1[N+](=O)[O-]
    9	x	4	x	-2	1	-15	x
Cc1cccc(-c2ccc3c(c2)C2CC3CCN2C(=O)OCc2ccccc2)c1 (configuration not stated)
    5	-0.1	2	0.0	-9	-6	-14	-5

Screening results from PubChem.
